Compound activity: PubChem, several laboratories
V1aR counter: V1a receptor agonism, counter-screen for OXTR agonists; activation, % at 3 µM; P37288; actives 0.25% (n = 320,000); AID 2797; CHO-V1R cells, Fluo-8 calcium fluorescence, agonist mode; 0% DMSO, 100% 3 nM vasopressin;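 active = activation above the mean activation of all tested compounds plus 3 SD, per screening run, cut at about 20% in these data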;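 note: signal is peak over basal fluorescence ratio across a 100 second FLIPR read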
OXTR potentiate: potentiates the human oxytocin receptor response. activation, % at 3 µM. actives 0.061% (n = 320,000). P30559. CHO-OTR cells, Fluo-8 calcium fluorescence, potentiator mode; 0% = oxytocin EC15, 100% = EC100;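 active = activation above that plate's cutoff, the mean activation of tested compounds plus 3 SD, cut at about 6.6% in these data, passing the limit was not always enough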;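 note: 100% uses oxytocin at 75 nM as the full agonist control; some results filed as inactive read as strong as hits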
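Material: CHO-OTR cells, human receptor; compound dosing: single dose, 3.0 µM nominal final compound concentration; schedule: 6 min compound pre-incubation at room temperature, 100 s kinetic read; measured by: kinetic Fluo-8 calcium fluorescence; read-out basis: % activation vs EC15 and EC100 oxytocin; controls: EC15 oxytocin alone as 0%, 75 nM oxytocin as 100%; replicates: singlicate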
NALP1 inh: blocks the NALP1 inflammasome reconstituted in yeast; S. cerevisiae NALP1/ASC/caspase-1 growth, X-gal OD620, 72 h; inhibition, % at 10 µM; actives 0.61% (n = 280,000); AID 2071; in the data active = inhibition mostly above about 24%, no sharp cut-off; inactive = mostly below about 32%; note: some compounds called inactive have numbers as strong as hits
GPR7 antag: human neuropeptides B/W receptor 1 antagonism. inhibition, % at 4.4 µM. GPR7-expressing cells, fluorescence antagonist assay. P48145. actives 1.1% (n = 290,000); in the data active = inhibition above about 16%, passing the limit was not always enough;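 note: cells stimulated with the agonist NPW; 0% = agonist with vehicle and 100% = vehicle without agonist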
Target sequence (P48145 whole entry, looked up): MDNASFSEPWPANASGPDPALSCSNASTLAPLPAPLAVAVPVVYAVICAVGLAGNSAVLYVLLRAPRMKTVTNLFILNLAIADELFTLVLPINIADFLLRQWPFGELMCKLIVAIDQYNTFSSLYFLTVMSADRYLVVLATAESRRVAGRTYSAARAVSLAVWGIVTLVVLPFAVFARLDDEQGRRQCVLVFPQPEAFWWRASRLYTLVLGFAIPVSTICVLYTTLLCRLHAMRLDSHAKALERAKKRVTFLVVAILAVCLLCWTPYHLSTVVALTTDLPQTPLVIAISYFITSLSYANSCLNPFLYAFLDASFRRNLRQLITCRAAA
GalR3 antag: blocks the human galanin receptor 3 | AID 651719 | O60755 | HEK293 GalR3-CNG cAMP membrane potential fluorescence; galR3 body fused to GalR1 C-terminus | actives 0.44% (n = 360,000) | inhibition, % at 3 µM;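 active = inhibition above the screen-wide average plus 3 SD, cut at about 13% in these data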;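 note: forskolin and galanin both at EC90 stimulate the cells; cAMP rise reported by CNG channel membrane potential dye signal; 0% = forskolin plus galanin with DMSO and 100% = forskolin alone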
Target sequence (O60755 1-299 limits assumed): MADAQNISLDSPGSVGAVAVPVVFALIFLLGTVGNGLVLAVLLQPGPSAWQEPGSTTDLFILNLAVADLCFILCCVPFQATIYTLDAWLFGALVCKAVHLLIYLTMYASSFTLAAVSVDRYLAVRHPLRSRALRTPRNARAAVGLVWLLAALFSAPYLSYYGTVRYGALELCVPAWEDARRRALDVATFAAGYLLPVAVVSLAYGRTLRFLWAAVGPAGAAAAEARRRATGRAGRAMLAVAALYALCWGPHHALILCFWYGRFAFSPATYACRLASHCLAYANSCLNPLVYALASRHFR
MEKK2mut PB1 HTS: signal of MEK5 binding to mutant human MEKK2 PB1 domain | percent response, % at 10 µM | AID 1530 | actives 0.35% (n = 290,000) | bead flow cytometry, Alexa488-MEK5 binding to MEKK2 mutant; in the data active = percent response above about 24%, passing the limit was not always enough; note: inactives centre near 1; some results filed as inactive read as strong as hits
PfM18AAP inh: blocks P. falciparum M18 aspartyl aminopeptidase | recombinant PfM18AAP, H-Glu-NHMec fluorogenic cleavage | actives 1.2% (n = 290,000) | inhibition, % at 7.35 µM;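 active = inhibition above the campaign mean inhibition over all tested compounds plus 3 SD, cut at about 28% in these data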;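 note: 0% = plate median of test compound wells and 100% = 2 mM ZnCl2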
MEKK2wt PB1 HTS: raises or lowers MEK5 binding to wildtype human MEKK2 PB1 domain | Q9Y2U5 | bead flow cytometry, Alexa488-MEK5 binding to MEKK2 WT; actives lie on both sides | binding response (% of control), % at 10 µM | actives 1.1% (n = 290,000) | AID 1531; in the data active = binding response below about 67% or above about 130%
OXTR agonist: human OXTR agonism; activation, % at 3 µM; P30559; actives 0.32% (n = 320,000); CHO-OTR cells, Fluo-8 calcium fluorescence; normalized: DMSO 0%, oxytocin 100%;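 active = activation above the mean of all tested compounds plus 3 SD, cutoff set per screening run, cut at about 20% in these data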;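 note: peak over basal fluorescence ratio from a 100 s FLIPR kinetic read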
* = called active by the depositor; · = no result given.

SMILES | V1aR counter | OXTR potentiate | NALP1 inh | GPR7 antag | GalR3 antag | MEKK2mut PB1 HTS | PfM18AAP inh | MEKK2wt PB1 HTS | OXTR agonist
N[C@@H](Cc1ccccc1)C(=O)N1C[C@H]2C[C@@H](C1)c1cccc(=O)n1C2 | 0.4 | -1.6 | 16.7 | -11.0 | -7.8 | 0.0 | -11.5 | 101.0 | 0.8
O=C(NCCCn1ccnc1)C(Cl)(Cl)Cl | -0.7 | -11.1 | -0.4 | -1.5 | -2.5 | 3.0 | -5.5 | 102.0 | 0.3
C/C(=N\N1CCCCCC1)c1c(O)n(-c2ccccc2C)c(=O)[nH]c1=O | -1.2 | -11.2 | -7.9 | -14.2 | 1.9 | 7.0 | -1.8 | 105.0 | -0.4
COc1cccc(N2CCN(Cc3ccc(Cl)cc3)CC2)c1 | 8.2 | 5.4 | -23.4 | -9.0 | · | 6.0 | -5.8 | 112.0 | -1.5
CCC(C)n1c(O)c(/C=N/Nc2ccccc2)c(=O)[nH]c1=S (stereo not given) | 0.5 | -2.0 | 7.5 | -6.5 | -0.5 | 16.0 | 6.5 | 112.0 | -0.9
CCOC(=O)C1SC2(C(F)(F)F)CC1(O)c1c(C)cc(C)nc1O2 (stereo not given) | -0.2 | 1.8 | 5.2 | 15.4 | -5.9 | 3.0 | -2.9 | 103.0 | -0.8
Cn1cccc1/C=C1\C(=O)NC(=O)N(Cc2ccccc2)C1=O | 1.8 | -2.5 | · | -7.1 | 2.2 | -19.0 | 5.7 | 86.0 | -0.2
CCC(=NCCCN(C)C)c1c(O)n(-c2ccc(OC)cc2)c(=O)[nH]c1=O | 1.6 | 7.4 | 37.4 | -8.3 | -5.2 | -4.0 | 7.7 | 98.0 | 1.2
C[N+](C)(C)c1ccccc1 | 0.7 | 1.3 | -3.0 | -6.5 | · | 1.0 | -2.8 | 88.0 | 0.4
COc1ccc(CCNCc2ccc(F)cc2)cc1OC | 1.1 | -4.6 | 12.0 | -1.1 | -5.8 | 1.0 | -4.9 | 101.0 | 0.6
Cc1nc2ccccc2c(=O)n1-c1ccccc1C(F)(F)F | 0.1 | -8.2 | 29.0 | -7.5 | -4.5 | 3.0 | 2.8 | 103.0 | -0.7
Cc1ccc(C(C)C)c(OCC#CCN2CCCC2)c1 | -0.8 | 2.5 | 13.9 | -4.8 | -4.9 | 3.0 | -1.6 | 111.0 | -0.3
Cc1cccc(N2C(=O)NC(=O)/C(=C/c3ccc(N4CCOCC4)cc3)C2=O)c1 | 0.4 | 1.1 | 6.5 | -7.2 | 2.4 | -1.0 | 9.7 | 94.0 | 1.6
C[C@]12CC[C@H](O)CC1=C([N+](=O)[O-])CC1C2CC[C@@]2(C)C1CC[C@@H]2O (stereo not given in full) | 2.9 | -2.7 | · | · | -6.1 | · | · | · | 3.1
CCOc1ccc(CN2CCN(C(=O)Cc3ccccc3)CC2)cc1 | -0.8 | -12.2 | 3.5 | -11.0 | -2.6 | 2.0 | 1.4 | 102.0 | -0.5
CSc1ncc(Cl)c(C(=O)O)n1 (tested in a mixture with another compound) | 0.1 | -7.0 | 48.5 | 2.3 | 0.9 | -1.0 | -1.9 | 102.0 | 0.8
Cc1nc2ccccc2c(=O)n1/N=C/c1cc(Br)cc(Br)c1O | 1.3 | -6.4 | · | · | -4.5 | · | · | · | 0.3
CCC(=O)c1cc(F)c(N2CCN(CC)CC2)cc1C | 0.9 | -3.1 | 13.2 | -0.2 | -6.6 | 3.0 | -5.2 | 106.0 | 1.2
FC(F)(F)C1=NC(C(F)(F)F)=NP(N2CCOCC2)(N2CCOCC2)=N1 | 0.2 | -11.5 | 19.9 | -8.4 | -2.6 | -2.0 | -12.5 | 95.0 | 1.1
COc1cccc(CN2CCCC(C(=O)c3ccccc3SC)C2)c1O (stereo not given) | 0.5 | -13.2 | · | 8.2 | -7.5 | 3.0 | 4.7 | 109.0 | 0.0
COc1ccc(-c2nn(CCC#N)cc2C(=O)NCc2ccccc2)cc1 | 0.7 | 0.6 | · | -10.6 | -4.1 | 14.0 | -0.1 | 109.0 | 0.7
C/C(=N\Nc1ccccc1)c1c(O)n(-c2ccccc2)c(=O)[nH]c1=O | 1.1 | -17.0 | 20.0 | 1.1 | 1.0 | -2.0 | 0.6 | 96.0 | 0.8
O=[N+]([O-])c1ccc(Cl)c(Cl)c1Cl | 1.0 | 2.0 | · | · | -1.2 | · | · | · | 1.8
c1ccc2c(CN3CCCCCC3)c[nH]c2c1 | -0.3 | 0.5 | 3.2 | 2.6 | -4.5 | -9.0 | -3.9 | 89.0 | 0.6
COc1ccc(-c2cc(=O)oc3c(C)c(OC(C)C(=O)N4C[C@H]5C[C@@H](C4)c4cccc(=O)n4C5)ccc23)cc1 (stereo not given in full) | -0.5 | -2.9 | 29.1 | 11.3 | 1.0 | -2.0 | 4.4 | 96.0 | -2.6
CC(C)CNC(=O)c1c(N)n(Cc2ccc3c(c2)OCO3)c2nc3ccccc3nc12 | 2.5 | -11.3 | 14.5 | 3.0 | -8.1 | -3.0 | 9.9 | 95.0 | 3.2
Fc1ccc(CNCCc2c[nH]c3ccccc23)cc1 | 2.3 | -13.3 | 18.0 | 13.3 | -5.4 | 7.0 | -7.1 | 114.0 | 3.6
O=C1C=CC(=O)C=C1 | 2.1 | -8.9 | · | · | 0.5 | · | · | · | 0.9
CCN(CC)C(=O)c1ccc(NC(=O)COc2ccc(-c3nn(C)c(=O)c4ccccc34)cc2)cc1 | 2.9 | -10.8 | 16.9 | 8.1 | -5.3 | -7.0 | 2.2 | 91.0 | 1.4
COC(=O)C1=C(c2ccc(S(C)(=O)=O)cc2)C[C@@H]2CC[C@H]1N2C(=O)NCC1CC1 | -0.3 | -5.6 | · | · | -5.4 | 5.0 | · | 108.0 | 0.2
Cn1c(=O)cc(OCCCC(=O)N2CCC3(CC2)OCCO3)c2ccccc21 | -0.3 | -5.1 | -27.5 | -3.2 | -0.6 | 3.0 | -1.8 | 104.0 | 3.0

Some of the compounds tested; count on the stated rates, not on these rows.
